Nrf2 block – blocks Nrf2 signaling | Potency, µM (top dose mostly 46 µM), for inactives: at the top dose activity change, negative = inhibition, actives largely listed as inhibitors | A549 ARE-Fluc reporter, luciferase luminescence, 18-24 h | 360,000 tested, 2.1% active | AID 504444; also: potency is read from the fitted curve at half-maximal effect; % is scaled to controls: 0 for no effect and ±100 for the full control effect; nearly all actives have a fitted effect of over 60% in size
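A549 ARE_Fluc cells, 5000/well, 5% FBS OPTI-MEM; compounds in dose-response, 18-24 h at 37 °C/5% CO2; CellTiter-Fluor viability read (Ex 405/Em 525), then BugLite luciferase luminescence = Nrf2 activity.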
ATXN viability – reduces viability in counter-screen for ATXN expression inhibitors; S2 cells (HEK-293 line with an ATXN2-luciferase reporter) viability, CellTiter-Fluor protease fluorescence, 24 h; Potency, µM (titrated, usually from 56.7 µM), usual class: cytotoxic; 400,000 tested, 0.49% active; AID 651635; also: potency is read from the fitted curve at half-maximal effect; nearly all actives have a fitted effect of over 40% in size
TGFb inhibitor – blocks TGF-b signaling | HepG2 CAGA-GFP TGF-b/SMAD3 reporter, GFP fluorescence, 18 h; TGF-beta stimulated, 500 pg/mL final | Potency, µM (highest dose often 46.1 µM), without a hit: top-dose activity, negative = inhibition, usual class: inhibitors | 410,000 tested, 1.2% active | AID 588855; also: potency is read from the fitted curve at half-maximal effect; % is scaled to controls: 0 for no effect and ±100 for the full control effect; nearly all actives have a fitted effect of over 65% in size
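Inhibition was scored as loss of TGF-beta-induced (500 pg/mL final, 18 hours, 37 degrees C) GFP in HEPG2 cells carrying a CAGA-GFP reporter, in DMEM with 1% FBS. Well GFP was summed per cell; Activity was normalised to unstimulated and stimulated DMSO wells, then concentration-response fitting.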
ATXN2 expr inh – ATXN2 expression inhibition; HEK-293 ATXN2-luciferase reporter, luminescence, 24 h; Potency, µM (titrated, usually from 57 µM), for the others: top-dose activity change, negative = inhibition, most hits filed as inhibitors; 360,000 tested, 0.72% active; AID 1745845; also: potency is read from the fitted curve at half-maximal effect; % is scaled to controls: 0 for no effect and ±100 for the full control effect; nearly all actives have a fitted effect of over 55% in size
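qHTS (up to 57 uM final) was run with 24 h compound exposure of reporter cells at 37 °C. Each well was multiplexed: SteadyGlo luminescence measured ATXN2-luciferase expression after a fluorogenic Gly-Phe-AFC viability readout (25 uM final).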
EPAC2 ag – agonists of human EPAC2 (RAPGEF4); Q8WZA2; EPAC2 activation, biochemical qHTS; response scale: 100% = 6.5 mM cAMP response; Potency, µM (doses to about 154 µM), inactives show at the top dose activation, usual class: activators; 360,000 tested, 0.079% active; AID 720711; also: potency is read from the fitted curve at half-maximal effect; nearly all actives have a fitted effect of over 50% in size
Target sequence (Q8WZA2 whole entry, looked up): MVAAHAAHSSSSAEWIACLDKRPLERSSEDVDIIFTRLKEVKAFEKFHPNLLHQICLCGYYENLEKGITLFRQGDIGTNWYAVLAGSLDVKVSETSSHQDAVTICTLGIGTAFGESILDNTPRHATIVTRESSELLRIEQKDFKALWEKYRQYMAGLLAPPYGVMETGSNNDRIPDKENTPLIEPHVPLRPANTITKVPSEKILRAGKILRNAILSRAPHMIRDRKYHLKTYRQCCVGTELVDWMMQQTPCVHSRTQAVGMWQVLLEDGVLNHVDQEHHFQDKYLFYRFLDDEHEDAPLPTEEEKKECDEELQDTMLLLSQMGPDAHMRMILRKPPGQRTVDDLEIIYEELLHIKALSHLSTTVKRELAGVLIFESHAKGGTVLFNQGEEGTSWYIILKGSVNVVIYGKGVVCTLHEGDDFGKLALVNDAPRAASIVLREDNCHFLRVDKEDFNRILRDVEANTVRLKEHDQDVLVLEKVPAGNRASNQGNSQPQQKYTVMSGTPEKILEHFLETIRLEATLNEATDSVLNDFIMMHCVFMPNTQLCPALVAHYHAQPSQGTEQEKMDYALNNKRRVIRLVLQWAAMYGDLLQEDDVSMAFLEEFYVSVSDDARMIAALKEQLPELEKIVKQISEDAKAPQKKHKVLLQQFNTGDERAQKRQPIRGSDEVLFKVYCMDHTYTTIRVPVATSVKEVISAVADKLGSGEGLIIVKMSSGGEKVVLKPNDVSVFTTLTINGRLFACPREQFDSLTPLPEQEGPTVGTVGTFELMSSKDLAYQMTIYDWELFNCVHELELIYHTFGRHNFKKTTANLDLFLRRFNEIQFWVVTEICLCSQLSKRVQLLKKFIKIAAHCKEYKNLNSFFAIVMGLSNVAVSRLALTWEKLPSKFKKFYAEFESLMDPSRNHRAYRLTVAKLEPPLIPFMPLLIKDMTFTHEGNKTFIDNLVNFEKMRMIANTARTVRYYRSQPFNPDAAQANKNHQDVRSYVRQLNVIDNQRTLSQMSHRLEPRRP
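Readout is BODIPY fluorescence (480 nm excitation, 540 nm emission), which falls as labeled GDP is exchanged off Rap1B. EPAC2 at 100 nM acted on 250 nM RAP1B-BODIPY-GDP with 50 uM GDP present.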
HepG2 tox – counter-screen for TGF-b inhibitors: cytotoxicity in HepG2 cells. Potency, µM (doses to about 46.1 µM), for the others: at the highest dose activity change, negative = cytotoxicity, most hits filed as cytotoxic. 410,000 tested, 0.76% active. HepG2 CAGA-GFP viability, ATP luminescence, 18 h. AID 588856; also: potency is read from the fitted curve at half-maximal effect; some results filed as inactive show a strong effect at the top dose
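HepG2 CAGA-GFP cells (1000/well, DMEM with 1% FBS) received compound, then TGF-beta at 500 pg/mL final, and were incubated 18 hours at 37 degrees C. Viability was read by CellTiter-Glo luminescence. Media-only wells were set as complete cell-killing and DMSO as no toxicity.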
Nrf2 ARE act – Nrf2 pathway activation; AREc32 ARE-luciferase reporter (MCF7-derived line), luminescence, 24 h; Potency, µM (series often up to 46.1 µM), inactives show at the top dose activation, hits mostly activators; 410,000 tested, 0.31% active; AID 624171; also: potency is read from the fitted curve at half-maximal effect; % of control where 0% means no effect; nearly all actives have a fitted effect of over 65% in size
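Luciferase luminescence (Steady-Glo, 30 min at room temperature) served as the read-out of ARE activation in AREc32 cells treated with compounds for 24 hr at 37 deg C.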
IL-2 act – activates IL-2 in a cell-based reporter assay | IL-2 activation reporter assay, cell-based qHTS; stimulated with anti-CD3/CD4/CD28 beads; in transgenic mouse T cells | activation, % (series mostly up to about 46 µM) | 360,000 tested, 0.065% active | AID 652025; in the data active = activation above about 50%; inconclusive = mostly about 30% to 49%; also: 0% is about no effect
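Unstimulated transgenic mouse T cells; 60-min compound exposure; bead-based TCR/CD4/CD28 stimulation; 18 h culture, 37 degrees C; dual fluorescence (EGFP, DsRed) plate cytometry.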
A549 viability – counter-screen for Nrf2 inhibitors: cytotoxicity in A549 cells | A549 ARE-Fluc cells, CellTiter-Fluor viability, 18-24 h | Potency, µM (titrated, usually from 46 µM), for inactives: at the highest dose activity change, negative = cytotoxicity, actives largely listed as inhibitors | 390,000 tested, 0.16% active | AID 504648; also: potency is read from the fitted curve at half-maximal effect; % is scaled to controls: 0 for no effect and ±100 for the full control effect
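Cytotoxicity counterscreen: CellTiter-Fluor fluorescence was measured in A549 ARE_Fluc cells after 18-24 h of compound exposure in a concentration series. The subsequent BugLite luminescent read reports ARE-luciferase activity.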
Starred values were filed as active, the others as inactive; i = inactive; ? = inconclusive; nt = no result given; [ ] = another dose, or the depositor's remark. Unless noted, calls follow the shape of the dose curve; as a rule, active = well fitted curve in the direction sought with a large enough effect; inconclusive = small, poorly fitted or top-dose-only effect, or another doubt; inactive = no such curve, though single readings can be large; an effect the other way counts as inactive or inconclusive.

SMILES | EPAC2 ag | IL-2 act | Nrf2 ARE act | Nrf2 block | HepG2 tox | A549 viability | ATXN viability | TGFb inhibitor | ATXN2 expr inh
CCCC(=O)Nc1c2c(nn1-c1ccc(OC)cc1)CS(=O)C2 (centres undefined) | 2% | -1.7 | -0.5% | 3% | -10% | 4% | i | -5% | 2%
COc1ccc(-n2c(=O)c3c4c(sc3n(Cc3ccc(C)cc3C)c2=O)CCC4)c(OC)c1 | nt | nt | -0.1% | -20%[9.27 µM] | 5.6µM* | ? | i | 1% | 5%
CCc1cccc(NC(=O)CN(C)S(=O)(=O)c2ccc3c(c2)CCCN3C(C)=O)c1 | nt | nt | 3.6% | nt | -23% | -4% | ? | -9% | -16%
CC(=O)c1ccc(-c2cccc(C3C4C=CCCC4(C)C(=O)N3Cc3ccccc3)c2)cc1 (centres undefined) | nt | nt | nt | ? | -19% | -14% | nt | 18µM* | nt
C[C@@H]1CN([C@H](C)CO)C(=O)CCCn2cc(nn2)CO[C@H]1CN(C)C(=O)Nc1ccc2c(c1)OCCO2 | 7% | 1.6 | -0.9% | nt | -2% | nt | i | 0% | 35%[activator]
CCc1ccccc1N1C(=O)C(Cl)=C(N2CCOCC2)C1=O | 3% | 0.1 | 3.5% | 3% | -2% | 1% | i | -7% | nt
CCOC(=O)c1ccc(-c2ccc(-c3cc(=O)oc4cc(OC)c(OC)c(OC)c34)cc2)cc1 | 4% | -0.1 | 0.0% | 0% | -31% | 1% | i | -6% | 11%
CCC(C)NC(=O)c1[nH]c(C)c(C(=O)OC)c1C (centres undefined) | -5% | -0.1 | -0.1% | -3% | 0% | 9% | i | -12% | 19%
COc1ccc(C(=O)N2CCN(c3nc4cc(C)ccc4cc3C#N)CC2)c(OC)c1 | 8% | -1.0 | 0.2% | ? | -2% | -3% | i | -10% | -26%
CC(=O)N1N=C(c2ccc(C)cc2)CC1c1ccco1 (centres undefined) | 7% | 1.0 | 4.7% | 18% | -21% | 2% | i | -21% | 36%[activator]
Cc1ccc2nc(SCC(=O)c3ccc(Cl)cc3)nc(=O)n2c1 | -7% | -0.3 | 5.1% | 4% | -33% | 5% | i | -3% | 18%
O=C(c1cc(C2CC2)nn1-c1ccccc1)N1CCN(c2ccccn2)CC1 | 0% | -3.4 | 0.0% | ? | -3% | -12% | i | 11% | 0%
CCN(CC)S(=O)(=O)c1cccc(C(=O)NCCc2ccccc2)c1 | 7% | -0.2 | 0.3% | nt | -11% | -1% | i | 26% | 52%[activator]
O=C(CN1CCOCC1)N/N=C/c1cccc2ccccc12 | 4% | 1.2 | 0.3% | -4% | 13% | 1% | i | 1% | -14%
Cc1ccc(C)c(COC(=O)CCN=C2NS(=O)(=O)c3ccccc32)c1 | -11% | -1.8 | -0.8% | 8% | 5% | -2% | ? | 5% | 1%
COc1cc(CCC(=O)N2CCN(c3ncccn3)CC2)cc(OC)c1OC | -1% | 0.0 | 2.4% | ? | 1% | 2% | i | 0% | -5%
O=C(Nc1ccccc1C(=O)Nc1cccnc1)c1ccccc1 | 3% | 1.8 | 0.8% | 1% | 1% | -12% | i | 2% | 22%[11.3 µM]
CC(Oc1ccc(C#N)cc1)C(=O)N1CC=C(c2ccccc2)CC1 (centres undefined) | 9% | 0.0 | -0.2% | ? | -6% | -18% | i | ? | ?
N/C(=N\OCc1ccccc1)c1nonc1N | 9% | -0.5 | 3.6% | 21% | -7% | 14% | i | 2% | 15%
O=C(Nc1ccccn1)c1nc(-c2ccccc2)n(-c2ccccc2)n1 | -1% | 0.0 | 3.2% | -3% | -7% | -1% | i | 3% | 22%

3 of the entries above in order of their number in IL-2 act, ascending.
structure	IL-2 act
Cc1ccc2nc(SCC(=O)c3ccc(Cl)cc3)nc(=O)n2c1	-0.3
CC(Oc1ccc(C#N)cc1)C(=O)N1CC=C(c2ccccc2)CC1 (centres undefined)	0.0
O=C(CN1CCOCC1)N/N=C/c1cccc2ccccc12	1.2

Later entries:
SMILES | EPAC2 ag | IL-2 act | Nrf2 ARE act | Nrf2 block | HepG2 tox | A549 viability | ATXN viability | TGFb inhibitor | ATXN2 expr inh
O=C(O)C/C(=C\c1ccc(Cl)cc1)c1nc2ccccc2o1 | -3% | -0.3 | -0.2% | 5% | 0% | 4% | i | 4% | -23%
COc1ccccc1CNS(=O)(=O)c1cc(Br)cc2c1N(C(=O)C1CC1)CC2 | nt | nt | -0.9% | -9%[9.27 µM] | 2% | 9% | i | 0% | -2%
Cc1cc(C)cc(OCC(=O)Nc2ccncc2)c1 | 5% | -3.4 | -0.8% | ? | 0% | -4% | i | -4% | -20%
O=C(NCCCN1CCCC1=O)C(=O)NCC1OCCCN1S(=O)(=O)c1cc(F)ccc1F (centres undefined) | -12% | 0.3 | 3.0% | 2% | -9% | -8% | i | 0% | -3%
O=C1C(C2=C(O)c3ccccc3C2=O)=Nc2ccccc21 | 7% | 16 | 8.0% | ? | 11µM* | nt | ? | 268%[activator] | ?
Cc1ccc(C(=O)CSc2nc3ccccc3c(=O)n2-c2ccccc2)s1 | -7% | -0.4 | -0.7% | -11% | -1% | -8% | i | -1% | -25%
CC(C)N1C(=O)C(=O)N(CC(=O)N2c3ccccc3CC2C)C1=O (centres undefined) | 3% | -0.6 | -0.7% | nt | 2% | nt | i | 1% | nt
CCOc1ccc(NC(=O)Cn2ncc3c2-c2cc(C)ccc2OC3)cc1 | nt | nt | 5.1% | 3% | -7% | 0% | i | -10% | 2%
C[C@@H]1CN([C@H](C)CO)C(=O)CCCn2nncc2CO[C@H]1CN(C)S(=O)(=O)c1ccc(Oc2ccccc2)cc1 | 2% | -0.2 | 0.7% | nt | -14% | nt | i | -27% | -3%
CCOc1ccc(CCNC(=O)C(C)n2nc(C)c3c(C)n(-c4ccccc4)nc3c2=O)cc1 (centres undefined) | 3% | -1.4 | 0.6% | -8% | -4% | -2% | i | 0% | 0%
COC(=O)CNC(=O)c1cc(-c2ccncc2)nc2c(C)c(Cl)ccc12 | 5% | -4.0 | 2.6% | ? | -28% | 0% | i | -16% | -17%
CCn1cc(C(=O)OC)c(=O)c2ccc(C)nc21 | -10% | -0.4 | -0.3% | 9% | 1% | 4% | i | 0% | 4%
COc1ccc(CNC(=O)c2cc(C3CC3)nc3c2cnn3C(C)C)cc1 | 7% | 1.0 | 2.1% | ? | -1% | -1% | i | 1% | -8%
O=C(O)c1ccc(CNCc2cccc(Oc3ccccc3)c2)cc1 | 9% | 0.0 | 0.1% | 3% | -21% | 11% | i | 15% | nt
Cc1cccc(NC(=O)c2ccc(-c3ccccc3[N+](=O)[O-])o2)c1 | 5% | -1.0 | 3.7% | -3% | -8% | -11% | i | 2% | -9%
COc1ccc(CC(=O)N(C)CC(=O)Nc2ccccc2SC)cc1 | 0% | -2.9 | -0.2% | 3% | -9% | -3% | i | ? | -17%
O/N=C1/CC/C(=N\O)c2nn(-c3ccccc3)nc21 | -1% | 1.0 | 11% | 12% | -27% | -8% | i | 5% | 25%
CN(C)/C=N/C1=C(C#N)C(c2ccc(Br)cc2)c2ccc3ccccc3c2O1 (centres undefined) | 10% | 0.7 | 3.4% | -8% | -13% | -3% | i | 0% | 11%
CCOc1cc(C)c(S(=O)(=O)Nc2ccc(Cl)cn2)cc1C | 0% | -1.7 | -0.7% | ? | -45% | ? | i | 6% | 0%
CC1CC(=O)N(c2ccc(NCCc3ccc(O)cc3)c([N+](=O)[O-])c2)C1=O (centres undefined) | 2% | -4.2 | 0.4% | ? | 6% | ? | ? | -14% | 3%
Cc1ccc(C(=O)NCCSc2ccc(Cl)cc2)cc1S(=O)(=O)Nc1ccccc1 | 25% | 1.1 | 2.8% | 15µM* | -35% | ? | i | ? | -31%
COc1ccc(N2C(=O)CC(N3CCN(S(=O)(=O)c4c(F)cccc4F)CC3)C2=O)cc1OC (centres undefined) | 4% | 1.6 | -0.1% | -17% | -6% | -1% | i | -2% | 4%
CN1CCc2c(C#N)c(N3CCCCC3)nc(NCc3ccccc3)c2C1 | 20% | -0.3 | 10% | 20% | -99% | -4% | i | ? | -18%
Cc1ccc(S(=O)(=O)N2CCCCC2)cc1NC(=O)c1cnccn1 | 5% | -0.7 | 0.3% | -2% | -7% | -1% | i | ? | 4%
CC(=O)C1=C(c2cccc([N+](=O)[O-])c2)N(C(C)=O)n2c(nnc2-c2ccc(C)cc2)S1 | nt | nt | 3.2% | nt | 13% | 2% | nt | 5% | nt
C=CCC[C@@H](Cc1ccc(F)cc1)C(=O)OC[C@@H](Cc1c[nH]c2ccccc12)NC(=O)[C@@H](CC=C)CC(=O)N[C@H](CO)Cc1ccccc1 | -6% | 0.5 | 0.3% | -2% | -18% | -20% | i | ? | -7%
O=C(COc1ccc(S(=O)(=O)N2CCOCC2)cc1)NCCc1ccc(Cl)cc1 | 2% | -4.2 | -0.5% | nt | -18% | nt | i | -2% | nt
COc1ccc(C(=O)/C=C\c2ccc(NC(=O)c3cccs3)cc2)cc1 | -4% | 1.1 | 5.6% | 6% | -31% | -6% | ? | -2% | -21%
C=CCOC(=O)C1=C(C)OC(N)=C(C#N)C1c1ccc(OC)c(CSc2ccccn2)c1 (centres undefined) | 12% | 1.0 | 4.0% | ? | -11% | 0% | ? | -1% | nt
CCCNC(=O)c1ccc(COc2ccc(CCC)cc2OC)o1 | 3% | -0.2 | 1.3% | -7% | -30% | 3% | i | 0% | -1%
CC(C)(COC(=O)C(c1ccccc1)c1ccccc1)CN1CCOCC1 | 16% | -0.9 | 0.0% | -25% | -11% | 0% | i | 0% | 0%
COc1ccc(C(=O)Nc2cccc(C(=O)N3CCCCC3)c2)cc1 | 8% | -3.7 | 0.4% | 10% | -3% | -9% | i | 8% | 14%
